# Source: PubChem
# Epigenetic derep: derepresses silenced GFP reporter in murine cells; murine LDR cells, GFP reporter derepression, 30 h; AID 1865; actives 0.2% (n = 280,000); Potency, µM (series often up to 53.9 µM), for the others: at the highest dose GFP activation, actives largely listed as activators; also: % of control where 0% means no effect; nearly all actives have a fitted effect of over 60% in size
#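 In this reporter-derepression format, murine cells bearing a silenced integrated CMV-GFP locus incubate with test compound (30 h, 37 C), then are washed and imaged; fluorescent objects of 20–120 um count as induced cells.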
# SMN2 splice enh: SMN2 splice variant enhancement; HEK293 SMN2-luciferase splicing reporter, luminescence, 30-36 h; Potency, µM (doses to about 46.1 µM), for inactives: at the top dose activity change, positive = activation, most hits filed as activators; actives 2.8% (n = 210,000); also: % of control where 0% means no effect; nearly all actives have a fitted effect of over 55% in size
#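 HEK293 cells carry an SMN2 […]–luciferase reporter in which exon 7 inclusion puts luciferase in frame. Cells were plated 10-12 h before compound addition, then incubated 30-36 h at 37C. ONE-Glo luminescence was read; sodium butyrate at 4.5 mM final served as control.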
# * marks the source's active call; other numbers are inactive results; ? = inconclusive; [ ] = remark or other dose. Calls follow the shape of the dose curve; as a rule, active = well fitted curve in the direction sought with a large enough effect; inconclusive = small, poorly fitted or top-dose-only effect, or another doubt; inactive = no such curve, though single readings can be large; an effect the other way counts as inactive or inconclusive. Potency is read from the fitted curve at half-maximal effect. The list is partial. The share of hits here may be higher or lower than overall.
Epigenetic derep | SMN2 splice enh | SMILES
-3.1% | -13% | CCN(C(=O)CCc1nc(-c2ccc(C)cc2)no1)c1cccc(Cl)c1
-1.6% | 2% | COc1cccc(NC(=O)CCN2CCN(CCO)CC2)c1
0.3% | -3% | CCOc1ccc(NC(=O)c2cn(C)c(=O)c3cc(OC)c(OC)cc23)cc1
1.2% | -41%[inhibitor] | CC(C)(C)c1ccc(C2NC(=O)c3n[nH]c(-c4cccs4)c32)cc1 (stereo not drawn)
-2.3% | -4% | Clc1ccc(CNc2ncnc3onc(-c4ccc(Cl)cc4)c23)cc1
0.2% | 0% | Cc1ccc2oc(-c3ccc(C)c(NC(=O)c4ccc(N5CCC(C)CC5)c([N+](=O)[O-])c4)c3)nc2c1
-1.0% | 6% | O=C(CCS(=O)(=O)c1cc(Br)cc2c1N(C(=O)C1CC1)CC2)N1CCN(c2cccc(C(F)(F)F)c2)CC1
-0.1% | 10% | CCCN(CCC)C(=O)Cn1c(=O)n(-c2ccc(Cl)cc2)c(=O)c2c3c(sc21)CCCCC3
-1.5% | 13% | CCC12CN3CC(CC)(CN(C1)C3c1cccc(OC)c1O)C2=O (stereo not drawn)
4.6% | 2% | COc1cc(NC(=O)CNC(=O)Cn2ccc3ccccc3c2=O)cc(OC)c1OC
2.7% | -28% | CCOC(=O)c1ccc(N2C(=O)c3n[nH]c(-c4ccco4)c3C2c2cccc(O)c2)cc1 (stereo not drawn)
0.0% | -17% | O=C(c1cccc(Cl)c1)N1CCC(c2nc3c(nnn3Cc3ccc(F)cc3F)c(=O)[nH]2)CC1
-1.1% | 3% | Cc1cccc(C2CC(=O)Oc3c2c(=O)n(C)c2ccccc32)c1 (stereo not drawn)
-1.1% | 7% | COc1ccc(-c2cc3nc(C)c(CCC(=O)N4CCN(c5cc(C)ccc5C)CC4)c(C)n3n2)c(OC)c1
2.1% | -4% | COc1ccc(N2CCN(C(=O)CCS(=O)(=O)c3cc(Br)cc4c3N(C(=O)C3CC3)CC4)CC2)cc1
5.8% | -7% | CC1=C(C(=O)Nc2cccnc2)C(c2cccc(F)c2)n2nc(SCc3ccccc3F)nc2N1 (stereo not drawn)
14% | 7% | CCc1ccc2oc(-c3cccc(NC(=O)c4ccc(N5CCC(C)CC5)c([N+](=O)[O-])c4)c3)nc2c1
6.5% | -12% | COc1ccc(OC)c(NC(=O)c2cc3c(s2)-c2ccccc2SC3)c1
0.9% | -2% | COc1ccc(C)cc1Nc1nc2ccccc2c2nnc(C)n12
0.0% | 22µM* | CCCCOc1ccc(C(=O)Nc2onc3c2CCCC3)cc1
0.0% | -5% | CCOc1ccc(CCNC(=O)c2ccc3c(c2)N(Cc2ccccc2)C(=O)c2ccccc2S3=O)cc1OCC (stereo not drawn)
9.7% | -18% | CS(=O)(=O)N1CCc2cc(C(=O)Nc3ccc(Cl)c(C(F)(F)F)c3)ccc21
2.5% | -3% | Cc1nnc2c(N3CCN(c4ccccc4)CC3)nc3ccc(C(=O)c4ccccc4)cc3n12
-1.0% | 9% | CCCSc1nnc(NC(=O)Cc2coc3cc(C)ccc23)s1
-1.6% | -3% | CC(C)(C)c1ccc(OCC(=O)Nc2ccc(C(=O)OC3CCCCC3)cc2)cc1
2.8% | 4% | COc1ccc(-c2nn(-c3ccccc3)cc2C2NC(=O)NC(C)=C2C(=O)OC(C)C)cc1OC (stereo not drawn)
1.1% | 1% | COc1ccc(-c2nc3ccccc3n3c(-c4ccccc4)c4c(=O)n(C)c(=O)n(C)c4c23)cc1OC
0.0% | -6% | Cc1cccc(-c2nc(CS(=O)CC(=O)NCc3ccc(Cl)cc3)c(C)o2)c1 (stereo not drawn)
5.6% | 1% | Cc1ccc(NC(=O)Nc2ccc3snnc3c2)cc1C
-2.0% | 8% | COc1ccc(CNC(=O)Cc2c(C)c3cc4c(C)coc4cc3oc2=O)cc1
-2.2% | -4% | COc1ccccc1-c1cc(C(F)(F)F)nc(S(=O)(=O)CCCC(=O)Nc2cc(C)ccc2O)n1
-3.7% | 15% | O=C(c1ccccc1)N1CCCCC1CCN1CCCCC1 (stereo not drawn)
1.7% | 137% | Cc1cccc(Nc2nnc(-n3nc(C)cc3C)c3ccccc23)c1
12% | -11% | CCc1nn(CCCC(=O)N2CCN(c3cc(Cl)ccc3C)CC2)c(=O)c2cc3occc3n12
0.0% | 1% | Cc1cccc(-c2noc(CNC(=O)c3ccco3)n2)c1
7.6% | 6% | CN1CCc2c(sc3c2C(=O)NC(c2ccc(C(C)(C)C)cc2)N3)C1 (stereo not drawn)
-0.2% | 17% | Cc1ccc2nc(-c3ccc(Cl)c(NC(=O)COc4ccc(C(C)C)cc4)c3)oc2c1
0.0% | 4% | Cc1ccc(C)c(CN2C(=O)c3ccccc3S(=O)c3ccc(C(=O)NCCC4=CCCCC4)cc32)c1 (stereo not drawn)
? | -24% | COc1ccccc1NC(=O)Cn1c(=O)n(-c2ccc(C)cc2)c(=O)c2ccc(C(=O)NCc3ccco3)cc21
-1.0% | -16% | COc1ccccc1N1CCN(c2ncnc3c2nc2n3CCCC2)CC1
3.2% | -6% | COc1ccc2oc(-c3cccc(NC(=O)c4ccc(C#N)cc4F)c3)nc2c1
-1.1% | -11% | CCn1c(=O)cc(SCC(=O)Nc2cc(Cl)ccc2OC)c2ccccc21
1.4% | -2% | CCc1nn(CC(=O)NCCCOC)c(=O)c2cc3ccccc3n12
-2.9% | -30%[inhibitor] | CCN1C(C(=O)c2ccccc2)=C(OC(=O)c2ccccc2OC)c2ccccc2S1(=O)=O
1.8% | 2% | COC(=O)C1=C(C)N=C2SCCC(=O)N2C1c1ccc(OCc2ccccc2)c(OC)c1 (stereo not drawn)
1.0% | 11% | COc1ccc(CNC(=O)CCNS(=O)(=O)c2ccc3c(c2)oc(=O)n3C)cc1
-0.7% | -6% | COc1ccc(-n2c(=O)c3c4c(sc3n(CC(=O)N3CCCCC3C)c2=O)CCC4)c(OC)c1 (stereo not drawn)
-4.8% | 15% | COc1ccc(CNC(=O)c2ccc(NC(=O)N3CCSc4ccccc43)cc2)cc1
8.0% | -15% | CC(=O)c1c(C)oc2c1cc(NS(=O)(=O)c1ccc(Cl)c(C)c1)c1ccccc12
-1.6% | -13% | CCOC(=O)CNC(c1ccccc1)c1cc(Br)ccc1NC(=O)c1ccc(Cl)cc1 (stereo not drawn)

# (more compounds)
Epigenetic derep | SMN2 splice enh | SMILES
-0.7% | -2% | CCOc1ccc(NC(=O)CC2C(=O)N(c3ccccc3)C(=O)N2C2CCCCC2)cc1 (stereo not drawn)
0.0% | ? | Cc1ccc(-c2csc(=Nc3ccccc3)n2Cc2ccc3c(c2)OCO3)cc1C
-0.7% | 2% | Cn1c(=O)c2sccc2n2c(CCC(=O)NCc3ccccc3Cl)nnc12
-0.7% | -4% | Cn1c(=O)c2c(-c3ccccc3Br)n(CCc3ccccc3)cc2n(C)c1=O
0.0% | -24% | Cc1cccc(NS(=O)(=O)c2ccc3c(c2)CCN3C(=O)C2CC2)c1C
6.3% | -9% | Cc1ccc(CNC(=O)c2ccc3c(c2)CCN3S(=O)(=O)c2ccc(Br)cc2)cc1
-1.0% | 1% | Cc1ccc2oc(C(=O)Nc3sc4c(c3C(=O)NCC3CCCO3)CCC4)cc(=O)c2c1 (stereo not drawn)
0.3% | -19% | Cc1ccc2oc(=O)n(CCCOc3ccc(Cl)cc3)c2c1
5.4% | -10% | Cc1cccc(CCNC(=O)CN(c2ccc(C(C)C)cc2)S(=O)(=O)c2c(C)nn(C)c2C)c1
1.1% | ? | COc1ccc(NC(=O)c2coc(=O)c3ccccc23)cc1OC
0.0% | -8% | CCOc1ccc(S(=O)(=O)c2c(C(=O)c3ccc(C)c(C)c3)cnc3ccccc23)cc1
-0.8% | -5% | COc1ccc(N(CC(=O)N2CCN(c3ccccc3)CC2)S(=O)(=O)c2c(C)nn(C)c2C)cc1
-0.8% | 1% | CCOC(=O)c1sc(NC(=O)COc2ccccc2Cl)c(C(=O)OCC)c1C
? | 11% | COc1ccccc1CNC(=O)c1ccc(Nc2nc3ccccc3n3nnnc23)cc1
5.3% | 3% | O=C(CCCCn1c(=O)c2ccccc2n(Cc2ccccc2Cl)c1=O)NCc1ccc2c(c1)OCO2
-1.1% | -1% | CCOC(=O)c1cnc2c(OC)cccc2c1N1CCN(c2ccccc2F)CC1
-1.3% | 6% | CCCn1c(=N)c(C(=O)NCc2cccnc2)cc2c(=O)n3ccccc3nc21
0.8% | 1% | CCCS(=O)(=O)c1c(S(=O)(=O)CCC)c2cc(C(C)(C)C)ccn2c1C(=O)c1ccc(C)cc1
0.3% | -4% | COc1cc(NC(=O)C2CCN(S(=O)(=O)c3c(C)noc3/C=C/c3cccs3)CC2)cc(OC)c1
0.5% | 17% | CS(=O)(=O)N(CC(=O)NCCc1ccccc1)c1cc(C(F)(F)F)ccc1Cl
-1.0% | 8% | Cc1cccc(NC(=O)c2oc3ccccc3c2NC(=O)c2cc(=O)c3ccccc3o2)c1
? | 0% | COc1cc2nc(SCC(=O)Nc3cccc(C)c3)n3nc(CCn4c(C)nc5ccccc54)nc3c2cc1OC
-1.1% | -21% | O=C(NCCc1ccccc1)c1ccc(CS(=O)(=O)c2ccc(Br)cc2)o1
8.1% | -3% | O=C(Cn1c(=O)oc2cc(S(=O)(=O)N3CCCCC3)ccc21)Nc1cccc(Cl)c1
0.0% | -4% | Cc1ccccc1NC(=O)Cn1c(=O)n(CCCCC(=O)NCc2ccccc2Cl)c(=O)c2ccccc21
-3.2% | 25% | Cc1cc(C)c(Cn2c(C)c(CNCCCc3ccccc3)c(C(=O)O)c2C)c(C)c1
3.4% | -1% | CCOC(=O)c1ccccc1NC(=O)Cn1nnc2sc3c(c2c1=O)CCCC3
-0.1% | 1% | COc1ccc(N(CC(=O)N2CCN(c3cccc(C)c3C)CC2)S(=O)(=O)c2c(C)noc2C)cc1
-1.5% | -12% | Cc1ccc(S(=O)(=O)N2CCc3cc(C(=O)Nc4c(C)cccc4C(C)C)ccc32)cc1
5.5% | -21% | Cc1ccc(C(=O)Nc2ccc3oc(-c4ccncc4)nc3c2)c(Cl)c1
1.2% | 2% | Cc1ccc(-c2nnc(Nc3cccc(O)c3)c3ccccc23)cc1S(=O)(=O)NCC1CCCO1 (stereo not drawn)
? | -6% | O=C1COc2ccc(-c3cc(-c4ccc(F)cc4)c4c(n3)-c3ccccc3OC4)cc2N1
3.2% | 4% | Cn1c(=O)c2c(nc(SCC(=O)Nc3ccc(F)c(F)c3)n2Cc2ccccc2F)n(C)c1=O
-2.7% | -18% | Cc1cc2oc(C(=O)N(Cc3ccco3)Cc3ccccc3Cl)c(C)c2cc1C
1.7% | -6% | CCOC(=O)c1cccc(NC(=O)CSc2cc(=O)n(C)c3ccccc23)c1
5.1% | -5% | CC(C)(C)c1ccc(OCc2cc(=O)n3c4c(sc3n2)CCCC4)cc1
5.1% | -4% | CCN(CC)S(=O)(=O)c1ccc2c(c1)c(=O)c(C(=O)NCCc1ccc(OC)c(OC)c1)cn2C
-1.6% | -2% | Cc1ccc(-n2nc3ccc(NC(=O)c4oc5ccccc5c4C)cc3n2)cc1
-4.4% | 4% | Cc1ccc(-n2nc(C)c(C(=O)O)c2-n2cccc2)cc1
-1.1% | -17% | COc1ccc(Cn2c(CCC(=O)Nc3ccc(Br)c(C)c3)nc3cccnc32)cc1
-0.9% | 7% | CCOC(=O)c1sc2ncn(CC(=O)Nc3cccc(C)c3)c(=O)c2c1C
0.8% | -8% | COc1cc(OC)cc(-c2nc3nc(C)c(CCC(=O)Nc4ccccc4)c(C)n3n2)c1
1.1% | -2% | COc1cc2ccccc2cc1C(=O)Nc1ccc(Cl)c(-c2nc3ccccc3o2)c1
-1.1% | 7% | CCOc1ccc(-c2cc3nc(C4CCN(C(=O)OC(C)(C)C)CC4)c(C(=O)Nc4cccc(CC)c4)cn3n2)cc1
0.0% | 4% | Cc1cccc(NC(=O)c2ccc3oc(=O)c(S(=O)(=O)c4ccc(F)cc4)cc3c2)c1C
-2.6% | -1% | CCOc1ccc(S(=O)(=O)c2cn(C)c3ccccc3c2=O)cc1
-0.1% | 4% | COC(=O)c1ccccc1NC(=O)Cn1c(=O)n(CCC(=O)NCc2ccccc2OC)c(=O)c2ccccc21
